GCN5L2 inh = blocks human GCN5L2 histone acetyltransferase; AID 504327; 390,000 compounds, 0.21% hits; Potency, µM (highest dose often 58.9 µM), for the others: at the highest dose activity change, negative = inhibition, hits mostly inhibitors; GCN5L2 HAT assay, ThioGlo1 CoA-SH fluorescence
Target sequence (Q92830 whole entry, looked up): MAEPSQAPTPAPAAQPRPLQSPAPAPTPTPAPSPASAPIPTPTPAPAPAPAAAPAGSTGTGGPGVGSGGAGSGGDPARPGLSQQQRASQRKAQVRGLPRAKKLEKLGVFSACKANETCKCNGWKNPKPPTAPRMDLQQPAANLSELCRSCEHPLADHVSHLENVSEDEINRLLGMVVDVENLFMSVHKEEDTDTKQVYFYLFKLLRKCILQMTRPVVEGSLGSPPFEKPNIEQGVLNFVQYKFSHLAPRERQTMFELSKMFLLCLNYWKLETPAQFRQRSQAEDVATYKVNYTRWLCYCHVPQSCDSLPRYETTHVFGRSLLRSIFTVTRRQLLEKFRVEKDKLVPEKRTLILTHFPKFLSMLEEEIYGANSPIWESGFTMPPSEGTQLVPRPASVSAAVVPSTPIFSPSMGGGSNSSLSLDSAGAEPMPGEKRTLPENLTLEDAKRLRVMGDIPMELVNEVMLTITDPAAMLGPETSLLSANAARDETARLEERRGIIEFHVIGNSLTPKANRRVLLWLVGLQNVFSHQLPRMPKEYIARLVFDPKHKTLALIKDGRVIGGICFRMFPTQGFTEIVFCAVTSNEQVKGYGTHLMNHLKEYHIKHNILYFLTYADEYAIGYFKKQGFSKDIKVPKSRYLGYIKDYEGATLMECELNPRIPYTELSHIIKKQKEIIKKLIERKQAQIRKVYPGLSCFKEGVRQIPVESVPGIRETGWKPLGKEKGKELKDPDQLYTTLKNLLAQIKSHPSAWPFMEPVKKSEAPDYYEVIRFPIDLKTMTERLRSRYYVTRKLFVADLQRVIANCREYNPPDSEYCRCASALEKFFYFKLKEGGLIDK
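Compounds, pin-transferred from DMSO stocks, meet 20nM GCN5L2 for 15 min before the reaction begins with H3(1-25) peptide (75uM) and acetyl-CoA (70uM). Thiol-reactive ThioGlo1 reports CoA release over 20 min at room temperature.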
TDP1 inh = inhibitors of human tyrosyl-DNA phosphodiesterase TDP1 | Q9NUW8 | recombinant TDP1, AlphaScreen DNA substrate cleavage | Potency, µM (series often up to 130 µM), without a hit: at the highest dose activity change, negative = inhibition, most hits filed as inhibitors | 350,000 compounds, 0.28% hits; note: nearly all actives have a fitted effect of over 40% in size
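Recombinant E. coli-expressed Tdp1 (1 nM) preincubated with compound 15 min at RT, then 5'-biotin/3'-phosphotyrosine-FITC DNA substrate (15 nM) added for 5 min. AlphaScreen beads (10 ug/ml) added, 10 min RT; tyrosine-FITC cleavage read as signal loss.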
DT40 TDP1 no CPT = qHTS for Inhibitors of human tyrosyl-DNA phosphodiesterase 1 (TDP1): qHTS in cells in absence of CPT; 420,000 compounds, 15% hits; DT40 Tdp1-/- hTDP1 cells, no CPT, ATP luminescence, 48 h; Potency, µM (doses to about 46.2 µM), inactives show at the highest dose activity change, negative = growth inhibition, actives largely listed as inhibitors; note: nearly all actives have a fitted effect of over 55% in size
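Camptothecin absent (DMSO only). Human TDP1-complemented DT40 knockout cells, 400 cells/well, 37 °C for minimum 48 hr; ATP measured via CellTiter-Glo, 30 min dark incubation, luminescence.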
* = called active by the depositor; ? = inconclusive; . = no result given; & = joins results of further samples; [ ] = dose if it differs, or a comment. Calls come from the whole dose curve; as a rule, active = well fitted curve in the direction sought with a large enough effect; inconclusive = small, poorly fitted or top-dose-only effect, or another doubt; inactive = no such curve, though single readings can be large; an effect the other way counts as inactive or inconclusive. % is set by controls: 0 for no effect and ±100 for the full control effect; potency is the fitted concentration of half-maximal effect. Some of the compounds tested; count on the stated rates, not on these rows.

canonical_smiles,GCN5L2 inh,TDP1 inh,DT40 TDP1 no CPT
COc1cc(C(=S)N2CCN(C(c3ccccc3)c3ccccc3)CC2)cc(OC)c1O,-7%,.,8.2µM*
NS(=O)(=O)c1ccc(N/C=C\C(=O)c2ccncc2)cc1,?,9%,0%
Nc1ccc2nc(SCc3ccc([N+](=O)[O-])cc3)sc2c1,-14%,6%,?
CCN1CCN(CCC(=O)Nc2ccc3c(c2)OCO3)CC1,-4%,-9%,-2%
Cn1c(=O)c(=O)n(C)c2cc(S(=O)(=O)CCC(=O)Nc3ccc(C(F)(F)F)cc3)ccc21,-2%,0%,16%
O=C(Oc1cccc2cccnc12)c1cccs1,-5%,3%,0.82µM*
COC(=O)CCC(=O)OC1(C)C(=O)C=C2C=C(C3CC3)N(c3cccc(C#N)c3)C=C2C1=O (centres undefined),-3%,1%[12.3 µM],0%
Cc1ccccc1CSc1ncc(C#N)c(N)n1,-6%,0%,?
O=C1OCC(CO)(CO)N=C1NNc1ccccc1Cl,-4%,5%,-8%
CCOc1cc2[nH]c(=S)n(CCCN3CCOCC3)c(=O)c2cc1OCC,-14%,7%,?
CS(=O)(=O)N(CC(O)CON=C1c2ccccc2-c2ccccc21)c1ccc(F)cc1 (centres undefined),.,4%,?
CN1CC(=O)N2Cc3[nH]c4ccccc4c3C[C@H]2C1=O,10%,.,-11%
COc1cccc(-c2sc3ccc(OC)cc3c2C#CCC(C)O)c1 (centres undefined),-5%,-13%,?
COc1ccccc1C(CNC(=O)c1ccc(C)c(S(=O)(=O)N2CCCCC2)c1)N(C)C (centres undefined),1%,1%,?
CNC[C@H]1Oc2ccc(NC(=O)Nc3ccc4c(c3)OCO4)cc2C(=O)N([C@H](C)CO)C[C@@H]1C,-3%,4%,-4%
Cc1ccc(S(=O)(=O)Nc2ccc(-n3cnnn3)cc2)cc1,0%,2%,-37%
O=c1c2nc(Br)n([C@@H]3O[C@@H]4CO[P@@](O)(=S)O[C@H]4[C@H]3O)c2nc2[nH]c(-c3ccccc3)cn12,-18%,22µM*,.
CCOC(=O)c1cnc2oc3ccccc3n2c1=O,-7%,.,4%
CCC(=O)Nc1ccc(CCC(=O)N2CCCC2)cc1,-1%,.,-1%
C[C@@H]1NC(=O)[C@H](CCC(N)=O)NC(=O)c2cc([N+](=O)[O-])cc(I)c2NCCC[C@@H](C(N)=O)NC1=O,-8%,-7%,14%
COc1cc(NC(=O)C2CCCN(S(=O)(=O)c3ccc4[nH]c(=O)ccc4c3)C2)cc(OC)c1 (centres undefined),-5%,-3%,19%
CCOC(=O)c1ccc(-n2c(N)c(C(=O)OC)c3nc4ccccc4nc32)cc1,-2%,7%,7.3µM*
O=C(CSc1ccccn1)NC1CCCC1,2%,-2%,.
Cn1cc([N+](=O)[O-])c(C(=O)NC2CCCCCCC2)n1,-1%,5%,.
CC(C)CCn1c(=O)[nH]c2ccccc21,-3%,8%,-2%
CC(=O)Nc1ccc(S(=O)(=O)Nc2ccn(Cc3ccccc3Cl)n2)cc1,?,4%,-12%
Cc1cc(C)c2[nH]c(=O)c(CN(CC3CCCO3)C(=O)C3CCCO3)cc2c1 (centres undefined),0%,-2%,-7%
COc1ccc(C2c3c(-c4ccccc4O)n[nH]c3C(=O)N2Cc2ccco2)cc1 (centres undefined),0%&-10%,9%&12%,?
CCCCn1nnnc1SCC(=O)NCc1ccccc1,-1%,-1%,-3%
COc1ccc(CN(C)C(=O)Cc2c[nH]c3ccccc23)c(OC)c1OC,25%,.,-23%
CC1=Nc2ccccc2NC(=O)C1Sc1nnc(C)s1 (centres undefined),-1%,-2%,-15%
CC(=O)c1ccc(S(=O)(=O)NCCCC(=O)NCCc2ccccn2)cc1,2%,4%,-9%
Cc1ccccc1Cn1c(O)c(N=NC(=S)Nc2ccccc2F)c2ccccc21,1%,10%,6.5µM*
CC(C(=O)Nc1cccc([N+](=O)[O-])c1)[n+]1ccccc1 (centres undefined),-7%,0%,-5%
CCOC(=O)N1CCN(CC(=O)Nc2sccc2C#N)CC1,-14%,5%,15µM*
Cc1ccc(S(=O)(=O)/N=c2\sccn2C)cc1,46%[activator],4%,1%
Cc1cc(OC(C)C(=O)N(Cc2ccco2)Cc2ccccc2F)cc(C)c1Cl (centres undefined),-10%,5%,13µM*
C=CCn1c(SCC(=O)Nc2ccccc2OC)nc2c([nH]c3ccccc32)c1=O,-1%,3%,-13%
CCOc1ccc(N2CC(c3nc4ccccc4n3CCCOc3ccccc3OC)CC2=O)cc1 (centres undefined),-15%,0%,8.2µM*
O=C(NC(=S)NCCCN1CCOCC1)c1ccco1,-1%,3%,?
C/C=C/C=C\C(=O)Nc1cccc(C2=NOC3(C2)C[C@H](C(N)=O)N(C(=O)CC#N)C3)c1 (some centres undefined),27%,.,6%
CCC1(c2ccccc2)NC(=O)N(CC(=O)N2CCc3ccccc32)C1=O (centres undefined),-3%,1%,-23%
CC(C)(CO)NS(=O)(=O)c1ccc2c(c1)C(=NO)c1cc(S(=O)(=O)NC(C)(C)CO)ccc1-2,-14%,8%,0%
COC(=O)CNC(=O)COc1ccccc1,1%,4%,-8%
CCOC(=O)c1c(NC(=O)CN2CCCCC2)sc2c1CCCC2O (centres undefined),-9%,-4%,?

3 structures out of the list, ordered by heavy-atom count, descending.
canonical_smiles,GCN5L2 inh,TDP1 inh,DT40 TDP1 no CPT
CCOc1ccc(N2CC(c3nc4ccccc4n3CCCOc3ccccc3OC)CC2=O)cc1 (centres undefined),-15%,0%,8.2µM*
CCC1(c2ccccc2)NC(=O)N(CC(=O)N2CCc3ccccc32)C1=O (centres undefined),-3%,1%,-23%
CC(C(=O)Nc1cccc([N+](=O)[O-])c1)[n+]1ccccc1 (centres undefined),-7%,0%,-5%

Further records:
canonical_smiles,GCN5L2 inh,TDP1 inh,DT40 TDP1 no CPT
Cn1c(=O)c2c(nc(Oc3ccccc3Br)n2C)n(C)c1=O,-9%,.,?
COc1ccccc1C(=O)NCCC(=O)N1CCCC(C)C1 (centres undefined),-1%,0%,15%
Cc1ccc(C23CC4CC(CC(C(=O)OCC(=O)N(C)C)(C4)C2)C3)cc1,3%,.,-23%
COc1ccccc1NC(C)C(=O)N/N=C/c1ccccc1OCc1cccc(Br)c1 (centres undefined),-5%,7%,?
COCn1c(COc2ccc3ccccc3c2)nc2ccccc21,-3%,6%[56.1 µM],?
Fc1ccc(CN2CCc3nc(Nc4ccccc4)ncc3C2)cc1F,-4%,6%,21µM*
COc1ccc(CCNC(=O)CN2C(=O)NC(C)(c3ccc([N+](=O)[O-])cc3)C2=O)cc1 (centres undefined),-2%,5%,-10%
Cc1cc(C)cc(NC(=O)CNC(c2ccccc2)c2ccccc2)c1,-13%,.,10µM*
NCCCC[C@@H](C(=O)NCCCCCCCCCCC(=O)N1CCNCC1)n1cc(CCCC(=O)O)nn1,2%,0%,2%
N#C/C(=C\c1cn(Cc2ccccc2C#N)c2ccccc12)C(=O)NCc1cccs1,-4%,2%,.
COc1ccc(COC(=O)Nc2cn(C)nc2C(F)(F)F)cc1,-12%,4%,0%
CCc1ccc(NC(=O)CSc2nc3ccccc3nc2N2CCCCC2)cc1,-19%,.,10µM*
COc1cccc(CC(=O)Nc2ccc3nc(C)sc3c2)c1,-4%,-8%,13µM*
Cc1ccc(NC(=O)CN(c2ccc3c(c2)OCO3)S(=O)(=O)c2c(C)n[nH]c2C)cc1,-1%,5%,?
O=[N+]([O-])c1ccc(O)c(-c2nn[nH]n2)c1,-15%,9%,?

A different layout for part of the listing above.
Below each compound: GCN5L2 inh, TDP1 inh, DT40 TDP1 no CPT
- Fc1ccc(CN2CCc3nc(Nc4ccccc4)ncc3C2)cc1F
    -4%, 6%, 21µM*
- COc1ccc(CCNC(=O)CN2C(=O)NC(C)(c3ccc([N+](=O)[O-])cc3)C2=O)cc1 (centres undefined)
    -2%, 5%, -10%

(cont.)
canonical_smiles,GCN5L2 inh,TDP1 inh,DT40 TDP1 no CPT
Cc1ccc(N(CCC#N)C(=O)COC(=O)C2CCN(S(=O)(=O)c3ccc4c(c3)OCCO4)CC2)cc1,-8%,-3%,-4%
Cc1ccc(C)c(N2C(=O)N(Cc3c(F)cccc3Cl)c3ccccc3S2(=O)=O)c1,-6%,1%,?
COc1ccc(-c2csc(NCCn3c(C)nc4cc(C(F)(F)F)ccc43)n2)cc1,1%,3%,?
CCC(C(=O)O/N=C(\N)c1ccccc1)c1ccccc1 (centres undefined),-9%,0%,-26%
N=C1C(c2nc(-c3ccc(F)cc3)cs2)=C(O)CN1CCCN1CCOCC1,-7%,4%,?
CC(C)NC(=O)c1cc(-c2ccco2)on1,1%,4%,?
COc1ccc(CCNC(=O)C(C(=O)c2ccc(F)cc2)n2ccccc2=O)cc1OC (centres undefined),2%,-5%,6.5µM*
CCc1ccc(NC(=O)c2cc(-c3ccc(OC)cc3)on2)cc1,0%,3%,-11%
COc1cccc(/C=N/n2c(C3CCCCC3)n[nH]c2=S)c1OC,-25%,.,-22%
Brc1ccc(-c2noc(COc3ccc4ccccc4c3)n2)o1,-3%,?,?
O=C(C1CCN(S(=O)(=O)N2CCOCC2)CC1)N1CCN(c2ccccc2F)CC1,-5%,0%,0%
CCOC(=O)c1nc2sc3c(c2c(=O)n1C(C)C(=O)OCC)CCCC3 (centres undefined),-9%,-9%,?
OCC[C@@H]1C[C@H](O)[C@@H](O)[C@@]2(OCCc3ccccc32)O1,-19%,.,-16%
CN1CCN(C(=O)/C(=C\c2cccnc2)NC(=O)c2cccc(Br)c2)CC1,-2%,3%,4%
COc1ccc(Cl)cc1NC(=O)C1CCCN(S(C)(=O)=O)C1 (centres undefined),3%,0%,11%
COc1ccc(C2C(C(=O)N3CCCC3)c3cc(OC)c(OC)cc3C(=O)N2C)cc1 (centres undefined),-2%,5%,-5%
COC(=O)c1ccc(NC2=CC(=O)CC(C)(C)C2)cc1,-6%,2%,23µM*
COc1cc2nc(SCc3ccc(Cl)cc3)n3nc(CCn4nc(C)cc4C)nc3c2cc1OC,-2%,0%,-9%
C/C(CC(=O)Nc1ccc(Cl)c(C(F)(F)F)c1)=N\NC(=O)c1cccc(O)c1,-5%,0%,-1%
Cc1cc(C)n2nc(CNS(=O)(=O)c3ccc(F)c(C)c3)nc2n1,?,.,5%
Cn1c(Sc2ccc(Br)cc2)c(C=O)c2ccccc21,-1%,1%,13µM*
COc1ccc2sc(N(Cc3cccnc3)C(=O)CCc3ccccc3)nc2c1,-20%,8%,?
S=C(NC1CCCC1)N1CCN(c2cccc(Cl)c2)CC1,-13%,4%,?
Cc1ccccc1NN=Nc1nc2c([nH]1)c(=O)n(C)c(=O)n2C,-3%,8%,-19%
CC1(C)CC(=O)C2=C(C1)OC(=O)CC2c1cccs1 (centres undefined),-4%,1%,0%
CC(=O)c1cc(C#N)c(SCc2ccncc2)nc1C,-3%,-3%,?
CC1CCc2c(sc(NC(=O)c3cccs3)c2C(=O)O)C1 (centres undefined),-11%,.,?
CSc1ccc(C#N)cc1NC(=O)c1ccccc1C,-2%,3%,-29%
CC1CC(C)(C)CC2(C1)NC(=O)N(CC(=O)NCc1ccccc1F)C2=O (centres undefined),-2%,0%,4%
Cc1cc2oc(=O)cc(Cn3ccnc3)c2cc1Cl,19%,.,0%
COc1ccc(CCNC(=S)NC(=O)c2ccc(Br)cc2)cc1OC,-7%,8%,?
C/C=C/C/C=C/CCC(=O)[C@H]1O[C@H]1C(N)=O,-2%,7%,.
CN(CC(=O)Nc1ccc(F)cc1)C(=O)c1ccc(-c2ccc(Cl)cc2)o1,-27%,8%,?
CC(C)c1ccc2[nH]c(O)c(N=NC(=O)c3cccc(S(=O)(=O)Nc4cccc(Cl)c4)c3)c2c1,?,.,?

Record cards (already shown). Order of values: GCN5L2 inh | TDP1 inh | DT40 TDP1 no CPT
CN(CC(=O)Nc1ccc(F)cc1)C(=O)c1ccc(-c2ccc(Cl)cc2)o1 as listed: -27% | 8% | ?
COc1ccc(CCNC(=S)NC(=O)c2ccc(Br)cc2)cc1OC as listed: -7% | 8% | ?
